# A-T KAP1 phos = qHTS Assay for Identifying a Potential Treatment of Ataxia-Telangiectasia | […] A-T fibroblasts, KAP-1 phosphorylation AlphaLISA; neocarzinostatin DNA damage 30 min before lysis | Potency, µM (titrated, usually from 57.5 µM), for inactives: at the top dose activation, actives largely listed as activators | 320,000 compounds, 0.19% hits; note: potency is the fitted concentration of half-maximal effect; % of control where 0% means no effect; nearly all actives have a fitted effect of over 45% in size
#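 ATM-like activity read as KAP-1 phosphorylation via AlphaLISA donor/acceptor antibody pairs after lysis and 6 hr at 25C. Cells were ATM-null patient fibroblasts ([…], hTERT), dosed 60 min, then exposed to the DSB inducer NCS for 30 min.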
# KCNH2 WT inh = qHTS for Inhibitors of KCHN2 3.1: Wildtype qHTS. 340,000 compounds, 0.37% hits. activity change, % at 1.84 µM. U2OS, BacMam KCNH2, thallium flux FluxOr; active compounds read low. Voltage-gated inwardly rectifying potassium channel KCNH2 (Homo sapiens), Q12809;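 active = maximum activity change below -70%; inconclusive = maximum activity change between -70% and -50%; inactive = maximum activity change above -50%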; note: % is set by controls: 0 for no effect and ±100 for the full control effect
#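 U2OS cells transduced with wild-type KCNH2 virus are loaded with FluxOr dye for 45 min, and thallium flux is measured in kinetic reads before and after stimulation buffer. Rate constants are normalized to DMSO controls.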
# TCR activator = Activators of T cell receptors: qHTS campaign | 330,000 tested, under 10 active | Potency, µM (series often up to 9.22 µM), for the others: top-dose activation of IL-2 secretion, usual class: activators | primary human leukocytes, anti-CD3, IL-2 HTRF, 48 h; note: % of control where 0% means no effect
#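 48 hr co-incubation of compounds, a-CD3 beads and primary human leukocytes; IL-2 quantified homogeneously by HTRF with anti-IL-2 K and d2 conjugates.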
# ELG1 DNA repair = qHTS screen for small molecules that inhibit ELG1-dependent DNA repair in human embryonic kidney (HEK293T) cells expressing luciferase-tagged ELG1. Potency, µM (titrated, usually from 46.1 µM), inactives show at the top dose activity change, negative = inhibition, hits mostly inhibitors. AID 504467, 2011. HEK293T ELG1-luciferase reporter, luminescence, 16 h; DNA damage induced by 5-fluorouridine. 330,000 compounds, 2.3% hits; note: potency is the fitted concentration of half-maximal effect; % is set by controls: 0 for no effect and ±100 for the full control effect; nearly all actives have a fitted effect of over 55% in size
#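 Luminescence from the luciferase reporter, measured 30 min after ONE-Glo reagent at room temperature, was the read-out. Beforehand, 2,000 cells per well were exposed for 16 hr at 37 °C to 5-fluorouridine together with compound or vehicle.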
# Eya2 phos inh = qHTS Assay for Inhibitors of the Phosphatase Activity of Eya2; Potency, µM (highest dose often 76.9 µM), without a hit: at the top dose activity, negative = inhibition, most hits filed as inhibitors; 330,000 compounds, 0.006% hits; Protein phosphatase EYA2 (Homo sapiens), O00167; recombinant Eya2, OMFP fluorescence dephosphorylation (OMFP is methylfluorescein phosphate); note: potency is the fitted concentration of half-maximal effect; % is set by controls: 0 for no effect and ±100 for the full control effect
#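 Eya2 (0.2 uM) preincubated 10 min at ambient with compound, then OMFP substrate added at 50 uM; 10 min reaction in 50 mM HEPES pH 7.5, 50 mM NaCl, 5 uM MgCl2, 0.05% BSA, 1 mM DTT. Fluorescence read at Ex 485/Em 525 nm.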
# TSHR antagonist = Antagonists of the Thyroid Stimulating Hormone Receptor: HTS campaign | Thyrotropin receptor (Homo sapiens), P16473 | TSHR-expressing cells, TSH-stimulated cAMP HTRF, 2 h; active compounds read low | activity change, negative = inhibition, % at 11.5 µM | 330,000 compounds, 0.2% hits;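 active = activity change below a set negative limit, meaning inhibition stronger than a set level, cut at about -70% in these data; inconclusive = activity change between two set negative limits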; note: % is set by controls: 0 for no effect and ±100 for the full control effect
# Target sequence (P16473 whole entry, looked up): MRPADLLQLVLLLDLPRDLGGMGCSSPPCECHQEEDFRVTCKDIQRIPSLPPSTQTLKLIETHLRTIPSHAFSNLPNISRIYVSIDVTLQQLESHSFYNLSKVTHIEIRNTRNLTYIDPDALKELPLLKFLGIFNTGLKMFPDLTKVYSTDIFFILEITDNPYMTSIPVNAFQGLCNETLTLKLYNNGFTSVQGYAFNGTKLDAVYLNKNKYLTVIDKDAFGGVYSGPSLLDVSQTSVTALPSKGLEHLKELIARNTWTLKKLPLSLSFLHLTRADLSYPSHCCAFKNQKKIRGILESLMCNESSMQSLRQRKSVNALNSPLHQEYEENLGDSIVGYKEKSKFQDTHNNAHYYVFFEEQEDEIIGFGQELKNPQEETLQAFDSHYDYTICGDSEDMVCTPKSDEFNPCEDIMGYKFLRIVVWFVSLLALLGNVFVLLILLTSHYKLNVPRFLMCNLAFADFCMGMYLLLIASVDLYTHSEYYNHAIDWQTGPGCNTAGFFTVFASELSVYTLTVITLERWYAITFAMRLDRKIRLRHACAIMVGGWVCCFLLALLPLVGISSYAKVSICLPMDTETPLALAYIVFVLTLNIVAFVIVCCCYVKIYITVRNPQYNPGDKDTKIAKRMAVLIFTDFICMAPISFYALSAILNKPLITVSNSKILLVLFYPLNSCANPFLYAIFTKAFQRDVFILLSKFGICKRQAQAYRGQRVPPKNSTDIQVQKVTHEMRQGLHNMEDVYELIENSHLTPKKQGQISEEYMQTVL
#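 Cell-based HTRF cAMP assay; TSHR cells + compound, TSH EC80 (4nM final), 2 h, 37 deg C. Lysis with anti-cAMP cryptate and cAMP-d2, 30 min RT, read 665/620 nm.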
# TRPV1 ag = HTS Assay for Compounds that Act as Agonists of the Vanilloid Receptor 1. Transient receptor potential cation channel subfamily V member 1 (Homo sapiens), Q8NER1. activation, % at 8.33 µM. 320,000 compounds, 0.19% hits. TRPV1-expressing cells, Fluo-8 calcium influx, agonist mode. AID 540275, 2011; in the data active = activation above about 80%; inconclusive = between about 30% and that limit; note: 0% is about no effect
#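 TRPV1-expressing cells were cultured overnight at 35.5C and loaded with Fluo-8 calcium dye for 40 to 90 min at room temperature. After a 10 s baseline, compound was added and calcium influx was read kinetically for 3 min (ex 480/em 520 nm).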
# Mito fusion act = qHTS Assay for Small Molecule Inhibitors of Mitochondrial Division or Activators of Mitochondrial Fusion. S. cerevisiae fusion-defective mutant growth rescue, CellTiterGlo 48 h. Potency, µM (doses to about 46.1 µM), without a hit: top-dose growth rescue (activation), most hits filed as activators. 320,000 compounds, 0.23% hits. AID 485298, 2010;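 note: potency is the fitted concentration of half-maximal effect; % of control where 0% means no effect; nearly all actives have a fitted effect of over 45% in size; temperature-sensitive fusion mutants such as fzo1-1 at 37 °C on non-fermentable ethanol glycerol medium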
#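 S. cerevisiae fusion-defective temperature-sensitive mutants (e.g. fzo1-1, mgm1-5) grown 48 h at 37C in YPEG (ethanol/glycerol non-fermentable) medium with 23 nl compound per well; growth rescue read as CellTiterGlo luminescence.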
# USP2a inh = qHTS Assay for Inhibitors of Ubiquitin-specific Protease USP2a Using CHOP2 as the Reporter | Ubiquitin carboxyl-terminal hydrolase 2 (Homo sapiens), O75604 | USP2 core, Ub-CHOP2 coupled fluorogenic reporter, 485/531 | Potency, µM (top dose mostly 38.3 µM), inactives show top-dose activity change, negative = inhibition, usual class: inhibitors | 330,000 compounds, 0.01% hits | AID 463254, 2010;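 note: potency is the fitted concentration of half-maximal effect; plate controls were DMSO wells for no effect and full inhibition by NEM control for full effect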
#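 USP2 core (10nM final) preincubated 30min RT with compound in 20mM Tris-HCl pH 8.0, 2mM CaCl2, 2mM beta-mercaptoethanol, 0.05% CHAPS; 25nM Ub-CHOP2 plus 25nM reporter substrate added, fluorescence (Ex485/Em531) read after 60min.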
# KCNH2 3.1 block = qHTS for Inhibitors of KCHN2 3.1: Mutant qHTS; U2OS KCNH2 3.1, thallium flux FluxOr; active compounds read low; activity change, % (tested at about 1.8 µM); 340,000 compounds, 0.95% hits; AID 720553, 2013;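 active = maximum activity change below -70%; inconclusive = maximum activity change from -70% to -50%; inactive = maximum activity change above -50%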;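 note: thallium influx rate constant from kinetic fluorescence after stimulation buffer; % is set by controls: 0 for no effect and ±100 for the full control effect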
#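 Measured as rate of thallium-driven FluxOr signal in transduced U2OS cells carrying the 3.1 channel, read kinetically for 2 min upon stimulation; values are rate constants scaled to DMSO control wells.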
# An asterisk follows results filed as active; ? = inconclusive; nt = not tested or not shown; [ ] = another dose, or the depositor's remark. Unless noted, calls come from the whole dose curve; as a rule, active = well fitted curve in the direction sought with a large enough effect; inconclusive = small, poorly fitted or top-dose-only effect, or another doubt; inactive = no such curve, though single readings can be large; an effect the other way counts as inactive or inconclusive. A portion of the library; the hit share may differ from the screen's.
SMILES,A-T KAP1 phos,KCNH2 WT inh,TCR activator,ELG1 DNA repair,Eya2 phos inh,TSHR antagonist,TRPV1 ag,Mito fusion act,USP2a inh,KCNH2 3.1 block
CCCCC(CC)C(=O)Nc1ccc(S(=O)(=O)Nc2nccs2)cc1 (centres undefined),1%,-7,4%,2%,-7%,-2,-1,-2%,-1%,1
O=S(=O)(c1cccs1)N1CCN(c2ncccn2)CC1,1%,-1,1%[46.1 µM],-13%,3%,11,3,-6%,-1%,1
Cc1cccc(OCC(=O)NC2CCCCCC2)c1C,26%,-19,2%,26%,-5%,0,-2,3%,-1%,-18
CCOc1cc(S(=O)(=O)NCc2cccnc2)c(C)cc1C,5%,nt,-1%,-10%,0%,-13,1,-1%,-1%,-9
Cc1c(N(C(=O)c2cnccn2)C2(C(=O)NC3CCCC3)CCCCC2)c(=O)n(-c2ccccc2)n1C,-1%,-3,0%,20%,1%,9,7,-2%,0%,24
Cc1cc(S(=O)(=O)Nc2ccc(C(=O)NCCCN3CCOCC3)cc2)ccc1F,7%,3,5%,25%,2%,13,2,-1%,1%,-6
O=C(OCC(=O)N1CCC(Cc2ccccc2)CC1)c1ccccc1F,4%,5,0%,?,6%,-15,23,17%,4%,-11
CCn1c(SCC(=O)c2c(N)n(C3CC3)c(=O)[nH]c2=O)nnc1-c1ccoc1C,9%,14,nt,5%,4%,6,0,-6%,3%,-10
Nc1nc(SCC(=O)Nc2ccc3c(c2)CCC3)n[nH]1,9%,6,6%[46.1 µM],4%,4%,6,3,-2%,1%,-10
COc1ccc(-c2cc(=O)[nH]c(N3CCN(Cc4ccccc4)CC3)n2)cc1,4%,4,4%,0%,18%,9,2,-3%,-1%,0
Cc1cccc(N2CCN(Cc3nc(-c4ccccc4Cl)oc3C)CC2)n1,0%,7,nt,10%,5%,11,12,-3%,-2%,11
COc1ccc(CCNC(=O)c2nc3ncccn3n2)cc1OC,0%,-7,9%,6%,-5%,-1,1,-9%,-2%,3
Cc1ccc2nc(Nc3nc(CSc4nnnn4-c4ccccc4)cc(=O)[nH]3)nc(C)c2c1,-1%,-3,3%,3%,-3%,6,-3,-2%,2%,-10
CC(=O)c1c(C)nc2ccc(C)cc2c1-c1ccccc1,1%,9,3%,-19%,0%,-7,-1,14%,3%,6
O/N=C1\CCCc2nnc3c(c21)CCCC3,-1%,-3,-4%,2%,-2%,-1,1,3%,1%,3
CC1CC(=S)Nc2ccccc2N1Cc1ccccc1 (centres undefined),-2%,1,10%[46.1 µM],-14%,-8%,-6,?,25%,0%,-1
CCN1CCN(C(=O)c2nn(-c3ccc(OC)cc3)c(=O)c3c2c2ccccc2n3C)CC1,9%,nt,2%,-3%,3%,-3,0,-1%,5%,-7
COc1ccc(OCCC(=O)OCC(=O)Nc2cccc(Br)c2)cc1,-3%,2,-7%[46.1 µM],12%,13%,-11,4,-3%,2%,4
COC(=O)CN1C(=O)COc2ccc(Cl)cc21,9%,4,-2%,11%,1%,3,-4,-2%,0%,14
COc1cc(NC(=O)CSc2nc(C)cc(C)n2)cc(OC)c1OC,5%,-22,-1%,?,-6%,-3,3,-1%,2%,11
O=C(NCC(=O)N1CCC2(CC1)NCCc1[nH]cnc12)c1ccc(Br)cc1,-4%,-6,-4%,29%,9%,14,1,-4%,2%,-5
O=C(N/N=C/c1cc([N+](=O)[O-])ccc1O)/C(=C\c1cccs1)NC(=O)c1ccccc1,-4%,1,-4%[46.1 µM],?,-3%,-9,-1,2%,-3%,0
CCC(=O)NNC(=O)CCC(=O)Nc1cccc(Cl)c1C,-1%,-1,6%,6%,-24%,13,0,3%,0%,-2
CCc1ccc(-n2c(Cn3nc(C(F)(F)F)cc3C)n[nH]c2=S)cc1,-6%,11,nt,6%,13%,5,3,-2%,4%,18

# A second format for two compounds above.
SMILES | A-T KAP1 phos | KCNH2 WT inh | TCR activator | ELG1 DNA repair | Eya2 phos inh | TSHR antagonist | TRPV1 ag | Mito fusion act | USP2a inh | KCNH2 3.1 block
O=C(OCC(=O)N1CCC(Cc2ccccc2)CC1)c1ccccc1F | 4% | 5 | 0% | ? | 6% | -15 | 23 | 17% | 4% | -11
CCn1c(SCC(=O)c2c(N)n(C3CC3)c(=O)[nH]c2=O)nnc1-c1ccoc1C | 9% | 14 | nt | 5% | 4% | 6 | 0 | -6% | 3% | -10

# Next section:
SMILES,A-T KAP1 phos,KCNH2 WT inh,TCR activator,ELG1 DNA repair,Eya2 phos inh,TSHR antagonist,TRPV1 ag,Mito fusion act,USP2a inh,KCNH2 3.1 block
Cc1cccc(NC(=O)CSCC(=O)Nc2ccccc2N2CCCCC2)c1,7%,-8,-2%,-15%,-29%,-4,3,?,0%,-10
COc1ccccc1/C=N/N1CCN(c2ccc(Cl)cc2)CC1,-6%,0,0%,-14%,-3%,-6,-6,-1%,0%,3
COc1cc(NS(=O)(=O)c2ccc(NC(=O)CSC3=NCCS3)cc2)nc(OC)n1,-4%,nt,nt,?,15%,5,-2,3%,3%,nt
COc1ccc(NC(=O)CSc2nc3c(c(=O)n2-c2ccc(F)cc2)SCC3)c(OC)c1,7%,10,0%,?,10%,0,-6,5%,0%,-30
CC(C)(C)c1ccc(/C=C/C(=O)c2ccc(NC3=NCCCS3)cc2)cc1,9%,-8,-3%[46.1 µM],-13%,-7%,-40,-5,-9%,-8%,-11
C/C(=N\NC(=O)C1CCCN(S(=O)(=O)c2ccccc2)C1)c1cccnc1 (centres undefined),-3%,5,7%,-4%,-32%,-6,2,-5%,1%,0
Cc1cc(C(F)(F)F)nn1CC(=O)N1CCCC1,2%,-5,3%,9%,12%,-2,18,-4%,-2%,-26
CCOC(=O)[C@H]1[C@H]2COc3cc(OC)ccc3[C@@H]2N2C(=O)CN(CCc3c[nH]c4ccccc34)C(=O)[C@@]12C,8%,-10,0%,-26%,2%,-2,17,-2%,0%,3
CC(C)c1csc(CN2CCC(CO)(Cc3ccccc3)CC2)n1,11%,9,-8%,?,-5%,28,-3,?,-1%,-2
O=C(N/N=C1/C(=O)c2cccc3cccc1c23)c1ccc(Cl)cc1,6%,-3,3%,?,16%,1,3,4%,0%,-23
O=C(CN1CCN(C/C=C/c2ccccc2)CC1)Nc1ccccc1C(=O)NC1CC1,5%,-91*,1%,?,3%,6,2,1%,1%,-112*
CCOC(=O)C1(CC)NC(c2ccc(N(C)C)cc2)C2C(=O)N(C)C(=O)C21 (centres undefined),9%,0,0%,0%,-7%,1,-3,-1%,2%,-11
C/C(=N\N=C(N)N)c1ccc(C)c(C)c1,-1%,-4,1%,-24%,16%,0,2,-2%,1%,-3
CCOc1ccc(NC(=O)c2ccc(NC(=O)c3ccc(NC(N)=O)cc3)cc2)cc1,-6%,12,-2%[46.1 µM],?,6%,1,nt,nt,1%,-1
CCOc1ccccc1NC(=O)COC(=O)CC(NC(N)=O)c1ccc(Cl)cc1 (centres undefined),1%,-2,4%,5%,0%,-5,-1,1%,-1%,9
CC1(C)Cc2c(sc3[nH]c(=S)n(Cc4ccco4)c(=O)c23)CO1,5%,0,nt,0%,-2%,10,2,-7%,2%,9
CC(=O)N1CCN(C(=O)COc2ccccc2C(=O)Nc2ccccc2)CC1,16%,2,-3%,-3%,3%,-13,2,-5%,-1%,2
OC1(c2ccc(F)cc2)CCN(Cc2cccnc2)CC1,0%,3,nt,-6%,8%,17,2,0%,2%,12
CC(NC(N)=O)C(=O)OCC(=O)c1ccc(-c2ccccc2)cc1 (centres undefined),-6%,4,-1%,?,1%,5,3,3%,1%,6
Cc1ccc(OCCNC(=O)c2ccc(C)o2)cc1,10%,10,5%,23%,-10%,-7,29,-1%,-3%,22
O=C(c1ccco1)N1CCN(Cc2cccc(C(F)(F)F)c2)CC1,-3%,-5,3%,-14%,-8%,-15,18,-3%,2%,-5
Cc1ccnc(NS(=O)(=O)c2ccc(N3C(=O)C4CCCCC4C3=O)cc2)n1 (centres undefined),1%,-6,0%,13%,6%,2,0,10%,2%,10
OCCC1CN(Cc2nc3ccccc3[nH]2)CCN1C1CCCC1 (centres undefined),-4%,1,-3%,-1%,-14%,-2,0,-6%,3%,5

# Screening data deposited in PubChem BioAssay by National Center for Advancing Translational Sciences (NCATS).
